Source: PubChem BioAssay
GLP1R cytotox – cytotoxicity counter-screen for GLP-1 receptor inverse agonists; HEK293 cAMP-luciferase reporter cells, luminescence, 24 h; Potency, µM (top dose mostly 38.3 µM), inactives show at the top dose activity change, negative = inhibition, most hits filed as inhibitors; 410,000 tested, 0.13% active; AID 624418;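 further: loss of luciferase light is scored as toxicity; potency means the concentration at half of the fitted maximal effect; on the % scale 0 is the no-effect control and ±100 the full control effect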
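Luminescence readout: signal drop marks cytotoxicity. Plated cells grew 12 h at 37 °C, 5% CO2, received 23 nL compound for 24 h, then got luciferase reagent, read after 12 min at RT.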
TDP-43 yeast inh – rescues yeast growth from TDP-43 toxicity; 410,000 tested, 1.8% active; Potency, µM (top dose mostly 46.1 µM), inactives show at the top dose growth rescue (activation), actives largely listed as activators; TDP-43 expressing yeast growth rescue, BacTiter-Glo, 24 h; AID 652104; further: potency means the concentration at half of the fitted maximal effect; % of control where 0% means no effect; nearly all actives have a fitted effect of over 50% in size
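Luminescence from BacTiter-Glo reports growth of TDP-43-expressing yeast after 24 hr at 30 deg C with compound. Cells were raffinose-pregrown to mid-log, then seeded in galactose medium at OD600=0.02.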
PTHR1 agonist – agonists of human PTHR1 parathyroid hormone receptor. Q03431. HEK293 GP2 PTHR1 cells, GloSensor cAMP luminescence, 1 h. Potency, µM (titrated, usually from 115 µM), inactives show at the top dose activation, most hits filed as activators. 410,000 tested, 0.075% active. AID 743266; further: potency means the concentration at half of the fitted maximal effect; nearly all actives have a fitted effect of over 55% in size; some results filed as inactive show a strong effect at the top dose; inactives centre near -15; many of its hits are not listed in these tables
Target sequence (Q03431 whole entry, looked up): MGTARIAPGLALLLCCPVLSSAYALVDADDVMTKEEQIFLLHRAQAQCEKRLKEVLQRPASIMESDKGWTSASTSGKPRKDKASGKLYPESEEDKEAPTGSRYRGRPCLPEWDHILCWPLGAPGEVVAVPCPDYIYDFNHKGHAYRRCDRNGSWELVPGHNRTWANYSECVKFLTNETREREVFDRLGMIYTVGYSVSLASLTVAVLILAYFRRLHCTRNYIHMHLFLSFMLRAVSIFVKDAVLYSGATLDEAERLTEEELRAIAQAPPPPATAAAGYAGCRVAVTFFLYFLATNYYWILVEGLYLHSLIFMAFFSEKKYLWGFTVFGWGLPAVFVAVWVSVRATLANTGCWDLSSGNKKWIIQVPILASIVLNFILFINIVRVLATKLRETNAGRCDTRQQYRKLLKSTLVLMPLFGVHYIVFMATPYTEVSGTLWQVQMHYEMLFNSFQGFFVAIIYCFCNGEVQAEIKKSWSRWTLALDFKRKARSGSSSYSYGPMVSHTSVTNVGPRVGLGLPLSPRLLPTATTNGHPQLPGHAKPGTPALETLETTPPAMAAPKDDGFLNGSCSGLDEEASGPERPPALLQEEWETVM
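HEK-293-derived GP2 cells expressing PTHR1 and a GloSensor cAMP reporter, 3,000/well, plated overnight, given luciferin plus IBMX (each 0.5 mM as added) for 1 h at 37 °C, then compound for 1 h at 37 °C. Luminescence was read after 15 min at room temperature.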
DRD3 agonist – agonists of human D3 dopamine receptor; 410,000 tested, 0.58% active; D3R DiscoveRx beta-arrestin cells, luminescence, 90 min; max activation, %; in the data active means max activation above about 30%; further: 0% is about no effect; mostly tested at two doses, the higher about 12 µM
Target sequence (P35462 whole entry, looked up): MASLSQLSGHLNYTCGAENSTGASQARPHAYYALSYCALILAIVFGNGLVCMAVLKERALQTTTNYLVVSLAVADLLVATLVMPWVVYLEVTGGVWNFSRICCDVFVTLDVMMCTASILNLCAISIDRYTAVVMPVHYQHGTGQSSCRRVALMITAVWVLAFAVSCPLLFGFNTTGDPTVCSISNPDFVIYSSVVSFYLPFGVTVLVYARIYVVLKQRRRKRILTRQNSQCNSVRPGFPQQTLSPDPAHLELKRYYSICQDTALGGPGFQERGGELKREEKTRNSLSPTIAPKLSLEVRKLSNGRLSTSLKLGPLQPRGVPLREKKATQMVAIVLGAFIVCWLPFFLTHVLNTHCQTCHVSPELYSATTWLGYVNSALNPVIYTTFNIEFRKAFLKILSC
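Agonist mode: compounds and dopamine controls were applied to plated cells for 90 min at 37 degrees C after an overnight attachment at 1500 cells/well. Luminescent read-out followed 30 - 60 minutes at room temperature with DiscoveRx detection reagent.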
D3 antag – D3 dopamine receptor (human) antagonism; D3R cells, DiscoveRx beta-arrestin luminescence, antagonist mode; stronger effect = lower value; max response, negative = inhibition, %; 360,000 tested, 2.5% active; in the data active means max response below about -50%; inconclusive means no clear call, values can overlap the other calls; further: on the % scale 0 is the no-effect control and ±100 the full control effect; mostly tested at two doses, the higher about 12 µM
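Cells expressing the human receptor were seeded at 1500 cells/well, incubated overnight at 37 degrees C in 5% CO2, then exposed to library compounds with dopamine controls for 90 minutes at 37 degrees C before luminescent detection.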
GLP1R ag – GLP-1 receptor (human) agonism | 380,000 tested, 0.007% active | Potency, µM (series often up to 45.6 µM), without a hit: at the top dose activation, usual class: activators | HEK293 GLP-1R CRE-luciferase, luminescence, 4-6 h; cells express a hypersensitive GLP-1R form | P43220; further: potency means the concentration at half of the fitted maximal effect; % of control where 0% means no effect
GLP1R inv ag – inverse agonists of human GLP-1 receptor; HEK293 GLP-1R CRE-luciferase, luminescence, 24 h; GLP-1R form is constitutively active; Potency, µM (series often up to 38.3 µM), for inactives: at the top dose activity change, negative = inhibition, hits mostly inhibitors; 410,000 tested, 1.6% active; further: potency means the concentration at half of the fitted maximal effect; on the % scale 0 is the no-effect control and ±100 the full control effect; nearly all actives have a fitted effect of over 55% in size
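Seeding at 200 cells/uL, 12 h culture, 24 hr compound treatment, then luciferase reagent and a luminescence read; cells are HEK293 stably expressing a constitutively active GLP-1R plus cAMP-responsive luciferase.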
aSyn rescue – inhibitors of alpha-synuclein toxicity in yeast. Yeast expressing alpha-synuclein, growth rescue, BacTiter-Glo, 24 h. Potency, µM (titrated, usually from 46.1 µM), without a hit: at the top dose growth rescue (activation), actives largely listed as activators. 370,000 tested, 0.14% active. AID 652106; further: potency means the concentration at half of the fitted maximal effect; % of control where 0% means no effect; nearly all actives have a fitted effect of over 65% in size
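Readout is rescue of growth in alpha-synuclein-expressing yeast, so inhibitors of toxicity appear as activators. Growth after 24 hr at 30 deg C in galactose medium is quantified by luminescence.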
KB-V1 cytotox – kills drug-selected multidrug resistant KB-V1 cells | 400,000 tested, 3.4% active | Potency, µM (highest dose often 46.1 µM), without a hit: at the top dose activity change, negative = cytotoxicity, actives largely listed as cytotoxic | AID 1347076 | KB-V1 MDR cells viability, CellTiter-Glo, 72 h; further: potency means the concentration at half of the fitted maximal effect; on the % scale 0 is the no-effect control and ±100 the full control effect; nearly all actives have a fitted effect of over 60% in size
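Cytotoxicity via CellTiter-Glo luminescence after 72 h compound exposure at 37 degrees C. Cells: drug-selected KB-V1 line, DMEM phenol-red free plus 10% FBS. Compounds tested at multiple concentrations; normalized data fitted to concentration-effect curves.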
An asterisk follows results filed as active; i = inactive; ? = inconclusive; / = no result given; [ ] = another dose, or the depositor's remark. Unless noted, the call rests on the fitted dose curve; in most records, active means well fitted curve in the direction sought with a large enough effect; inconclusive means small, poorly fitted or top-dose-only effect, or another doubt; inactive means no such curve, though single readings can be large; an effect the other way counts as inactive or inconclusive. Only part of the results is shown; rates above refer to the full screens.

SMILES	GLP1R cytotox	TDP-43 yeast inh	PTHR1 agonist	DRD3 agonist	D3 antag	GLP1R ag	GLP1R inv ag	aSyn rescue	KB-V1 cytotox
CCOc1ccc(-c2cc(C(=O)NCc3cc(OC)cc(OC)c3)[nH]n2)c(C)c1	-13.0%	10.6%	-5.8%	-0.9	-14.7	-0.1%	?	-2.9%	-1.4%
O=C(NCc1ccccc1)c1cc(-c2cccs2)on1	4.1%	-22.4%	i	0.0	-23.2	-13.4%	21.7%	0.6%	16.9%
Cc1nc(SCC(=O)NCC2CCCO2)nc(C)c1C (stereo not given)	-10.8%	16.5%	-53.7%	13.3	4.4	-3.6%	0.6%	8.8%	0.0%
O=C(N/N=C/c1cccnc1)C1CCCN(S(=O)(=O)c2ccccc2)C1 (stereo not given)	-7.6%	-1.1%	-0.8%[57.5 µM]	-11.3	-15.2	-5.4%	3.9%	-11.5%	2.7%
COc1ccc2cc(CN(CCCN3CCOCC3)Cc3nnnn3C3CCCC3)c(=O)[nH]c2c1	-8.5%	-12.6%	-4.8%[57.5 µM]	-26.0	?	1.7%	25.5%	0.8%	-5.7%
CCCCNC(=O)Cn1cnc2c(cnn2-c2ccc(C)c(C)c2)c1=O	6.4%	-7.9%	i	-9.5	9.0	-9.4%	7.7%	1.0%	2.9%
O=C(NC(=S)N1CCc2ccccc21)c1ccco1	-24.7%	-23.0%	-6.5%	1.6	-1.2	1.0%	6.8%	-13.7%	5.8%
CCOC(=O)c1cccc(NC(=O)CCc2nnc3ccc(N4CCOCC4)nn23)c1	-1.2%	11.4%	i	-2.7	4.6	9.4%	20.8%	8.8%	10.1%
CC(C)C[C@@H](CN)NC(=O)c1nc[nH]c1C(=O)N[C@@H](CC(=O)O)C(=O)CNC[C@H](C)NC(=O)c1nc[nH]c1C(=O)N[C@@H](CC(=O)O)C(=O)O	5.7%	-0.5%	3.7%	-19.7	?	-2.6%	7.1%	-6.8%	3.2%
O=C(Nc1ccccc1)Nc1ccc(C(=O)N2CCOCC2)cc1	11.4%	-33.0%[inhibitor]	i	-7.3	-18.7	0.9%	-14.9%	-14.8%	?
CC(=O)c1ccc(N2CCN(C(=O)CCN3C(=S)NC(C)(C)CC3C)CC2)cc1 (stereo not given)	-4.9%[7.66 µM]	3.4%	-36.4%	-2.6	-15.9	1.0%	15.1%[7.66 µM]	-0.5%	?
Cc1cccc(C)c1OCC(O)CNC(C)(C)C (stereo not given)	-7.0%	-2.0%	i	-0.3	-51.1*	-5.3%	?	-0.2%	?
O=C(NCc1ccccc1)C1CCCN1C(=O)Nc1ccccc1[N+](=O)[O-] (stereo not given)	-14.6%	14.8%	-24.1%	0.1	1.4	1.3%	-3.8%	0.3%	-11.1%
Cc1ncc([N+](=O)[O-])n1Cc1cccc(F)c1	-5.5%	-28.5%	i	-4.0	-3.9	-0.2%	8.9%	-7.9%	0.0%
CC[C@]12c3[nH]c4ccc(Cl)cc4c3CCN1C(=O)[C@@H](CC(=O)NCCC1=CCCCC1)C[C@@H]2C(=O)N1CCN(C(=O)c2ccco2)CC1	-28.3%	?	-15.8%	-15.8	-28.8	-0.6%	?	2.5%	0.0%
COc1ccc(C#CC2=CC(=O)CC(C)(C)C2)cc1	-25.0%	?	-7.6%	-5.4	-15.9	23.4%	?	7.4%	-7.4%
C/C=C(\C)CN1CCC(n2nccc2NC(=O)CCc2ccccc2)CC1	-16.2%	-5.6%	i	-8.7	-9.6	6.6%	?	1.0%	-7.3%
COc1ccc(CCNC(=O)CNC(=O)c2ccco2)cc1	-13.4%	-9.8%	i	-1.5	-8.1	1.6%	-3.5%	0.7%	0.0%
O=c1c(NCCc2ccc(Cl)cc2)nccn1-c1ccccc1	0.6%	28.0%	i	-12.7	/	/	?	/	3.8%
CCOc1ccc(S(=O)(=O)NCCc2csc3nc(-c4ccc(F)cc4)nn23)cc1	-15.5%	-0.6%	-82.4%[inhibitor]	-9.6	/	/	-18.9%	/	/
COC(=O)C(C)n1cnc2c(nnn2-c2ccc(OC)cc2)c1=O (stereo not given)	7.7%	-0.7%	i	13.5	-11.1	-9.7%	5.9%	2.0%	-5.6%
CC(C)CC(=O)Nc1nnc(SCC(=O)NC2CCCCC2)s1	-20.6%	13.6%	i	3.1	6.4	2.1%	17.7%	3.5%	6.2%
CCCCN(CCCC)C(=O)CN(C)S(=O)(=O)c1ccc2c(c1)n(C)c(=O)c(=O)n2C	1.8%	-15.7%	-13.4%	15.0	23.9	7.7%	1.5%	2.7%	11.6µM*
CSc1nnc(C)c(=O)n1COC(=O)c1cc(Cl)ccc1[N+](=O)[O-]	-4.3%	-16.7%	-17.4%	2.3	-21.4	11.2%	17.8%	2.5%	-2.6%
CCOC(=O)C1=C(CN2CCCCCC2)NC(=O)NC1c1ccc2c(c1)OCO2 (stereo not given)	17.2%	-8.4%	i	-1.0	1.3	12.6%	-20.7%	-1.5%	?

Some of these compounds in order of molar mass, rising.
SMILES	GLP1R cytotox	TDP-43 yeast inh	PTHR1 agonist	DRD3 agonist	D3 antag	GLP1R ag	GLP1R inv ag	aSyn rescue	KB-V1 cytotox
Cc1ncc([N+](=O)[O-])n1Cc1cccc(F)c1	-5.5%	-28.5%	i	-4.0	-3.9	-0.2%	8.9%	-7.9%	0.0%
COc1ccc(C#CC2=CC(=O)CC(C)(C)C2)cc1	-25.0%	?	-7.6%	-5.4	-15.9	23.4%	?	7.4%	-7.4%
O=C(NC(=S)N1CCc2ccccc21)c1ccco1	-24.7%	-23.0%	-6.5%	1.6	-1.2	1.0%	6.8%	-13.7%	5.8%
COc1ccc(CCNC(=O)CNC(=O)c2ccco2)cc1	-13.4%	-9.8%	i	-1.5	-8.1	1.6%	-3.5%	0.7%	0.0%
CC(C)CC(=O)Nc1nnc(SCC(=O)NC2CCCCC2)s1	-20.6%	13.6%	i	3.1	6.4	2.1%	17.7%	3.5%	6.2%
C/C=C(\C)CN1CCC(n2nccc2NC(=O)CCc2ccccc2)CC1	-16.2%	-5.6%	i	-8.7	-9.6	6.6%	?	1.0%	-7.3%
O=C(NCc1ccccc1)C1CCCN1C(=O)Nc1ccccc1[N+](=O)[O-] (stereo not given)	-14.6%	14.8%	-24.1%	0.1	1.4	1.3%	-3.8%	0.3%	-11.1%
CC[C@]12c3[nH]c4ccc(Cl)cc4c3CCN1C(=O)[C@@H](CC(=O)NCCC1=CCCCC1)C[C@@H]2C(=O)N1CCN(C(=O)c2ccco2)CC1	-28.3%	?	-15.8%	-15.8	-28.8	-0.6%	?	2.5%	0.0%
CC(C)C[C@@H](CN)NC(=O)c1nc[nH]c1C(=O)N[C@@H](CC(=O)O)C(=O)CNC[C@H](C)NC(=O)c1nc[nH]c1C(=O)N[C@@H](CC(=O)O)C(=O)O	5.7%	-0.5%	3.7%	-19.7	?	-2.6%	7.1%	-6.8%	3.2%

New compounds follow:
SMILES	GLP1R cytotox	TDP-43 yeast inh	PTHR1 agonist	DRD3 agonist	D3 antag	GLP1R ag	GLP1R inv ag	aSyn rescue	KB-V1 cytotox
CC1CC(C)CN(CCOc2ccccc2-c2ccccc2)C1 (stereo not given)	-22.0%	-5.4%	i	-28.3	0.0	-1.7%	-24.2%	0.3%	-9.7%
COC(=O)C1=C(C)N(Cc2ccc(OC)cc2)C(=O)/C1=C\c1ccco1	-9.8%	-9.8%[1.82 µM]	-7.1%	0.8	-0.4	19.9%	?	8.4%	-1.5%
Cc1ccccc1CSc1nc(-c2cccc(F)c2)nc2c1Cc1c(CO)cnc(C)c1O2	5.4%	14.5%	11.5%	-0.4	/	/	4.9%	/	?
COc1ccc(C(=O)Nc2ccc3nc(SCC(=O)N4CCCC4)sc3c2)cc1	-10.6%	2.5%	i	3.2	/	/	16.5%	/	/
Clc1ccccn1	1.0%	7.8%	-14.5%	2.5	4.4	6.0%	9.1%	1.9%	4.8%
Cc1ccnc(NS(=O)(=O)c2ccc(N3C(=O)c4ccccc4C3=O)cc2)n1	-2.7%	0.0%	-0.3%	-2.5	0.1	-0.8%	5.8%	-1.3%	0.0%
COc1ccc(NC(=O)CN(C)CC(=O)NCCc2ccc(F)cc2)cc1	-3.4%	-16.3%	i	-13.3	-8.4	-4.1%	-20.2%	-7.7%	-9.7%
N#Cc1ccc(N[C@@H]2CCN3C(=O)c4ccccc4[C@@H]3C[C@H]2O)cc1	15.1%	15.6%	i	-6.2	-2.2	10.2%	-64.5%	1.2%	-16.2%
O=C(c1ccc(NS(=O)(=O)c2ccc(Cl)cc2)cc1)N1CCOCC1	3.5%	-7.3%	i	8.9	9.5	4.8%	16.2%	-2.4%	5.0%
Cc1cc(/C=C2\SC(=S)N(C)C2=O)c(C)n1-c1ccc(O)cc1	9.2%	-29.1%	-31.5%[inhibitor]	4.4	29.1	-5.3%	1.41µM*	-21.0%	?
CC(C)(C)c1ccc(C(=O)NCc2ccccc2)cc1	-6.1%	13.4%	-96.5%[inhibitor]	-4.3	-3.9	14.2%	?	-13.7%	-2.4%
Cc1c(C#N)c(O)n(CCO)c(=O)c1N=Nc1ccc(S(N)(=O)=O)cc1	?	9.2%	i	-6.2	?	-0.8%	1.4%	0.5%	0.0%
Cc1cc(-c2cc(C(=O)NCc3ccccc3)on2)nc(S(C)(=O)=O)n1	8.9%	-2.6%	-37.5%[inhibitor]	-30.7	-64.8*	-4.9%	42.9%[activator]	0.0%	2.5%
CC(C)(Oc1ccc(Br)cc1Cl)C(=O)Nc1ccon1	1.4%	27.8%	i	10.7	20.7	3.8%	?	-3.6%	/
O=C(CSCc1ccc(Cl)cc1)Nc1ccc(S(=O)(=O)N2CCCCCC2)cc1	-3.0%	?	-9.0%	5.2	-11.2	-1.4%	?	11.7%	?
